IDE cell activ: IDE (human) activation, cell-based; P14735; HEK cells, FAbeta-B cleavage, fluorescence polarization; 0% vehicle, 100% cell-free pure enzyme wells; activation, % at 5.96 µM; 340,000 tested, 0.073% active; AID 493087;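 active = activation above the mean of all tested compounds plus 3 SD, set per screening campaign, cut at about 17% in these data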
CRFBP-R2 block: blocks CRF-induced signaling of the CRF-BP/CRF-R2 complex. inhibition, % at 11.8 µM. HEK293 CRF-R2/CRF-BP, CRF-induced calcium fluorescence. 350,000 tested, 0.59% active. AID 588475;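 active = inhibition of the ligand-induced calcium signal above about 50% at the single tested concentration, limit read from the data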
CRFR2-BP ag: agonists of human CRF-binding protein/CRF-R2 receptor complex. HEK293 CRF-R2/CRF-BP, calcium dye fluorescence (FLIPR); percent of saturating CRF peptide response. activation, % at 13.2 µM. 350,000 tested, 0.46% active. AID 588473;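 active = activation of at least 50%, plus an integration ratio under a set limit after plate pattern correction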;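 also: plate controls were neutral control wells without compound for no effect and CRF at EC100 for full effect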
IDE inh: cellular human IDE inhibition; P14735; HEK cells, FAbetaB cleavage, fluorescence polarization; inhibition, % at 5.59 µM; 320,000 tested, 0.41% active; AID 434962;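 active = percent inhibition above the average of all tested compounds plus 3 SD, set per screening campaign, cut at about 16% in these data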;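 also: IDE supplied by intact live HEK cells; FP after avidin binding of uncleaved biotin substrate so inhibition keeps polarization high; 0% = DMSO wells and 100% = 60 µM reference IDE inhibitor Ii1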
MEKK3 PB1 HTS: modulators (inhibitors or enhancers) of MEK5 binding to human MEKK3 PB1 domain; bead-based flow cytometry, Alexa488-MEK5 binding to MEKK3; actives lie on both sides; 0 = blocked by unlabeled MEK5, 100 = vehicle; binding response (% of control), % at 10 µM; 290,000 tested, 1.4% active;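 active = binding response more than 3 SD above or below the average of its plate-row segment, actives on both sides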;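 also: Alexa488 bead fluorescence after subtracting the streptavidin-only scavenger bead signal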
Target sequence (Q99759 whole entry, looked up, the tested form may be a part): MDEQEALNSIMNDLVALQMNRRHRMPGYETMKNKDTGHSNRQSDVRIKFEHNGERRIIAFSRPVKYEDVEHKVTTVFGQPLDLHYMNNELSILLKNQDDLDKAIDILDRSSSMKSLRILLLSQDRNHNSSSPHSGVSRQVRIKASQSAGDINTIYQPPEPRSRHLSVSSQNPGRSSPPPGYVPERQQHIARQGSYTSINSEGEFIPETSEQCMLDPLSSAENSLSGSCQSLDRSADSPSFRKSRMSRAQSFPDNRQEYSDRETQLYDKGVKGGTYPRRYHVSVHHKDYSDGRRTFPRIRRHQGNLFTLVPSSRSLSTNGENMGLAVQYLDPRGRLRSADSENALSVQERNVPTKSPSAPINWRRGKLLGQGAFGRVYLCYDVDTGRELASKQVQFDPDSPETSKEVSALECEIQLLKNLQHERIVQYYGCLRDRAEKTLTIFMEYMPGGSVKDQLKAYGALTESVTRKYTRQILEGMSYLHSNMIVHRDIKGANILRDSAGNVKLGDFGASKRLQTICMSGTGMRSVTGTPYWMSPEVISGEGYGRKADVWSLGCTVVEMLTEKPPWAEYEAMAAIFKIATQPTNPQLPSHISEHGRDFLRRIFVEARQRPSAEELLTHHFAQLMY
pCIP destab: compounds decreasing mouse p/CIP protein stability; Q05BA5; F442A p/CIP-EGFP cells, EGFP fluorescence, 16 h; decrease of EGFP signal, % at 10 µM; 290,000 tested, 0.01% active; AID 1984;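 active = EGFP signal decrease of at least 30% at 10 µM or well 3 SD below plate mean, unless failing retest; inactive = the rest, including hits failing retest or dose response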; also: some compounds called inactive have numbers as strong as hits; many of its hits are not listed in these tables
M4 PAM: potentiates acetylcholine response at human M4 receptor | activation, % at 3 µM | P08173 | 360,000 tested, 0.4% active | CHO-K1 hM4/Gqi5, Fluo-8 calcium fluorescence, ACh EC20; 0% = ACh EC20, 100% = maximal ACh;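 active = activation above its plate's cutoff, the mean activation of sample wells plus 3 SD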; also: some results filed as inactive read as strong as hits
PHOSPHO1 inh: blocks human PHOSPHO1 phosphatase activity | inhibition, % at 13.3 µM | recombinant PHOSPHO1, absorbance phosphatase assay | AID 1565 | 290,000 tested, 1.1% active | Q8TCT1; in the data active = inhibition above about 60%
Target sequence (Q8TCT1 whole entry, looked up): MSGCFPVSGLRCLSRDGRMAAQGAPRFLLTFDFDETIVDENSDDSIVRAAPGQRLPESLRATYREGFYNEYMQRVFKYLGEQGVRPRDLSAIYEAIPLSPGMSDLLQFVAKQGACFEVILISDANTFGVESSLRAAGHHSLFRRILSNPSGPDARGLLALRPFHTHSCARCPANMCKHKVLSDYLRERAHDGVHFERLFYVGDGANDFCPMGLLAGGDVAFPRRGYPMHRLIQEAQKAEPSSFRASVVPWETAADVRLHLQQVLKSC
GalR3 antag: human GalR3 antagonism; O60755; HEK293 GalR3-CNG cAMP membrane potential fluorescence; galR3 body fused to GalR1 C-terminus; inhibition, % at 3 µM; 360,000 tested, 0.44% active; AID 651719;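 active = inhibition above the screen-wide average plus 3 SD, cut at about 13% in these data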;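 also: forskolin and galanin both at EC90 stimulate the cells; cAMP rise reported by CNG channel membrane potential dye signal; 0% = forskolin plus galanin with DMSO and 100% = forskolin alone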
* hit, by the source's call; . = not tested or not shown.

SMILES	IDE cell activ	CRFBP-R2 block	CRFR2-BP ag	IDE inh	MEKK3 PB1 HTS	pCIP destab	M4 PAM	PHOSPHO1 inh	GalR3 antag
CCC(=O)N(c1nnc(SCC(=O)c2ccc[nH]2)s1)C1CC1	0	-10	-2.0	7	.	.	5	.	-3
COc1ccc(S(=O)(=O)Nc2ccccc2C(=O)N2CCCC2)cc1C	0	-6	0.9	-2	104	9	6	0	-10
O=C(N/N=C/c1cnc(N2CCCCC2)s1)c1ccc(C(F)(F)F)cc1	-6	-6	1.7	0	98	-14	-1	35	-6
Cc1nonc1OC(C)CNCCNc1ccc([N+](=O)[O-])cc1 (stereo unspecified)	.	7	-0.9	3	96	0	-6	20	0
COc1ccc(CCCC(=O)Nc2ccc(F)cc2)cc1	-1	17	-4.7	0	100	-1	-5	10	-4
CNC(=O)c1c(NC(=O)C(C)C)sc2c1CCC2	-2	10	-0.2	-5	74	-7	9	-20	-7
O=C(CC1C(=O)NCCN1C(=S)Nc1ccccc1)Nc1ccc2c(c1)OCCO2 (stereo unspecified)	-2	-12	2.8	5	104	-4	-1	28	-4
CC(C(=O)Nc1ccc(S(=O)(=O)Nc2ncccn2)cc1)N1C(=O)c2ccccc2S1(=O)=O (stereo unspecified)	2	6	-0.7	-1	.	.	4	.	-5
CC(=O)Nc1ccc(SCC(=O)c2ccc(Br)s2)cc1	-1	1	0.0	14	101	-7	-9	-19	-7
Fc1ccccc1-c1cc2ncccc2cn1	-2	-4	-2.3	11	.	.	5	.	-2
Cc1cccc(N(C(=O)Cc2cccs2)C(C(=O)NC2CCCC2)c2ccncc2)c1 (stereo unspecified)	3	-17	-1.3	-2	100	-18	2	2	-8
O=S(=O)(Nc1cccc(-c2cn3c(n2)SCC3)c1)c1ccccc1F	-3	-10	1.1	1	105	-5	-6	8	-5
COc1ccc2c(c1)CC(N1CCN(C)CC1)c1cc(OC)ccc1S2 (stereo unspecified)	0	-23	0.4	13	.	.	-15	.	-12
COc1ccc(OC(=O)c2ccc3nsnc3c2)cc1	1	28	5.2	0	103	-15	9	-9	-2
C=CCC[C@H](Cc1ccc(F)cc1)C(=O)OC[C@@H](NC(=O)[C@H](CC=C)CC(=O)NCCO)c1ccccc1	4	-8	-2.1	3	.	.	-4	.	-9

Complete entries, quoted from the list:
CC(C(=O)Nc1ccc(S(=O)(=O)Nc2ncccn2)cc1)N1C(=O)c2ccccc2S1(=O)=O (stereo unspecified) is entered as IDE cell activ = 2; CRFBP-R2 block = 6; CRFR2-BP ag = -0.7; IDE inh = -1; MEKK3 PB1 HTS = .; pCIP destab = .; M4 PAM = 4; PHOSPHO1 inh = .; GalR3 antag = -5
O=C(CC1C(=O)NCCN1C(=S)Nc1ccccc1)Nc1ccc2c(c1)OCCO2 (stereo unspecified) is entered as IDE cell activ = -2; CRFBP-R2 block = -12; CRFR2-BP ag = 2.8; IDE inh = 5; MEKK3 PB1 HTS = 104; pCIP destab = -4; M4 PAM = -1; PHOSPHO1 inh = 28; GalR3 antag = -4

More structures follow:
SMILES	IDE cell activ	CRFBP-R2 block	CRFR2-BP ag	IDE inh	MEKK3 PB1 HTS	pCIP destab	M4 PAM	PHOSPHO1 inh	GalR3 antag
Cc1ccc(C(=O)NC(C)C(c2cccs2)N2CCCC2)s1 (stereo unspecified)	4	14	-0.3	6	103	-9	-5	2	-1
CC(C)n1c(=S)[nH]c2ccccc2c1=O	-4	-14	-1.6	1	91	1	6	0	-7
Cc1c(Cc2ccccc2)c(=O)oc2cc(OCC(=O)NC(Cc3ccc(Cl)cc3)C(=O)O)ccc12 (stereo unspecified)	4	5	-1.2	5	102	-10	-3	29	2
NS(=O)(=O)c1ccc(CNC(=O)c2ccc(Cl)c([N+](=O)[O-])c2)cc1	5	27	-0.6	9	68	0	1	20	-2
C(=C\c1ccco1)/c1ccc2ccccc2n1	.	2	1.3	4	71	0	-4	31	-3
O=C(NN1CCOCC1)c1ccc(Br)cc1	10	-2	1.1	-3	.	.	-1	.	-3
COc1ccc(OCC(=O)NCc2nc(-c3ccccc3)no2)cc1	2	4	2.3	.	.	.	5	.	2
O=C1/C(=C\c2ccc(Br)o2)Cc2ccccc21	-2	-27	2.7	-1	89	2	2	3	-12
O=C(NCc1ccc(F)cc1)C1CCCN1S(=O)(=O)c1ccc(F)cc1 (stereo unspecified)	.	-8	-0.3	.	.	.	-1	.	0
O=C(O)c1cc(S(=O)(=O)NCCN2CCNC2=O)ccc1O	5	7	0.7	1	104	-7	12	33	-4
CC(C)(C)c1ccc(CS(=O)CC(O)CO)cc1 (stereo unspecified)	4	-7	3.0	-1	95	0	4	9	1
Cc1ccc(NC(=O)C2OCCc3ccccc32)cc1 (stereo unspecified)	0	-7	0.8	-2	100	0	7	-7	4
Cc1ccc(NC(=O)C(=O)c2cn(CC(=O)N3CCCCC3)c3ccccc23)cc1	4	21	3.2	7	104	-7	-11	-6	-4
O=C1CC(NC(=O)C(F)(F)F)c2cc3c(cc21)OCO3 (stereo unspecified)	0	-1	-0.5	2	100	11	1	28	-2
Nc1ccc(/C=C/c2ccc3ncccc3c2)cc1	-1	-2	-0.1	1	95	-5	-10	15	-6

Single entries from the results shown.
COc1ccc2c(c1)CC(N1CCN(C)CC1)c1cc(OC)ccc1S2 (stereo unspecified) @ GalR3 antag = -12
O=C1/C(=C\c2ccc(Br)o2)Cc2ccccc21 @ IDE inh = -1
Cc1ccc(NC(=O)C2OCCc3ccccc32)cc1 (stereo unspecified) @ GalR3 antag = 4
Nc1ccc(/C=C/c2ccc3ncccc3c2)cc1 @ PHOSPHO1 inh = 15

The results go on:
SMILES	IDE cell activ	CRFBP-R2 block	CRFR2-BP ag	IDE inh	MEKK3 PB1 HTS	pCIP destab	M4 PAM	PHOSPHO1 inh	GalR3 antag
CCN(CC)c1ccc(NC(=O)CCNS(=O)(=O)c2ccc3c(c2)CCC(=O)N3)c(C)c1	9	-10	1.2	7	100	-1	-10	34	-8
CSc1nsc(SC)c1NC(=O)OCCc1ccccn1	4	6	-0.2	4	106	-16	3	-25	1
CCOC(=O)c1cn(Cc2c(C)c(C)c(C)c(C)c2C)nn1	3	2	1.2	2	101	1	-12	-3	-4
C=CCc1cc(C=O)cc(OC)c1OCc1ccc(C(=O)O)cc1	-1	-3	1.6	5	99	-12	20*	13	-7
COc1ccccc1C(=O)NC(CCSC)C(=O)NCC(c1cccs1)N(C)C (stereo unspecified)	5	-1	-0.3	4	.	.	-4	.	2
COc1cccc(NC(=O)Nc2nnc(CC(=O)NCc3ccccc3)s2)c1	10	5	1.6	-4	61	3	-2	2	-6
O=[N+]([O-])c1cccc2ccc(/C=C/c3cccc(Br)c3)nc12	3	7	0.1	-1	88	-14	0	-11	8
COc1cc(Br)c(CC(=O)NNC(=O)c2ccc(F)cc2)cc1OC	1	-24	1.9	3	.	.	6	.	-5
CCOc1ccccc1N1CCN(C(=O)c2ccc(OCC(=O)N3CCOCC3)c(OC)c2)CC1	6	-2	0.9	0	102	-8	2	34	0
O=C(COc1ccccc1C(=O)c1cnn(-c2ccccc2)c1)Nc1ccccc1	4	-48	2.2	-7	102	-15	-8	-9	-2
O=C(CCCN1C(=O)NC2(CCCC2)C1=O)NCc1ccccc1	3	-34	7.2	-3	.	.	4	.	-5
CCOc1ccc(/C=C2/SC(=S)N(n3c(C)ccc3C)C2=O)cc1	8	-7	-0.5	-2	97	4	-8	13	-2
O=C(Nc1ccc(S(=O)(=O)N2CCCC2)cc1)Nc1ccc(F)cc1F	4	-11	0.9	0	103	5	-12	30	-4
CC(C)NC(=O)C1CCN(Cc2cccc(OCc3ccccc3)c2)CC1	.	7	-0.5	.	.	.	9	.	-8
Cc1ccc(Cl)cc1NC(=S)N(Cc1cccnc1)Cc1ccccc1Cl	2	-3	-0.5	10	77	2	0	24	-5
C=CCn1c(SCC(=O)Nc2ccc3c(c2)OCO3)nnc1-c1ccccc1	2	7	-0.7	2	94	-4	18	9	-5
Cc1ccc(CNC(=O)C(=O)NCC2OCCN2S(=O)(=O)c2ccc3c(c2)OCCO3)cc1 (stereo unspecified)	4	30	-6.1	1	114	-3	0	6	.
CN(Cc1ccccc1C#N)S(=O)(=O)c1cccs1	-3	-3	-0.8	-1	104	-10	4	27	-9
CCOC(=O)c1c(NC(=O)c2c(C(=O)O)cccc2[N+](=O)[O-])sc(C)c1C	5	-4	-0.6	4	94	-3	3	49	-4
COC(=O)N/N=C/c1ccccc1OCCOc1ccc(OC)cc1	3	-1	-1.2	6	89	1	-6	2	0
CCN(CC)CC1CN(N=Cc2ccc([N+](=O)[O-])o2)C(=O)O1 (stereo unspecified)	6	6	0.8	.	.	.	3	.	-2
CC(=O)Nc1ccc(NC2CCCCC2NS(=O)(=O)c2ccc(Cl)cc2)cc1 (stereo unspecified)	1	-20	2.2	-4	105	-7	-2	40	4
CCCC1=C(C(=O)OCC)C(c2ccco2)C(C#N)=C(N)O1 (stereo unspecified)	3	4	0.4	0	107	14	5	2	-2
CCCCn1c(N)c(N(CC)C(=O)c2c(CC)noc2C)c(=O)[nH]c1=O	8	8	0.5	6	.	.	7	.	0
CC(=O)Nc1ccc(N(C(=O)CNC(=O)c2ccco2)C(C(=O)NCc2ccco2)c2ccccc2)cc1 (stereo unspecified)	8	0	-0.5	-8	99	-1	-11	27	3
O=C(Nc1ccc(OC(F)(F)F)cc1)C1CC(=O)N(Cc2ccco2)C1 (stereo unspecified)	0	-3	-0.2	12	.	.	9	.	1
Cc1cc(C)nc(N/N=C/c2c(CO)cnc(C)c2O)n1	3	18	-0.1	4	100	6	-4	36	-6
Cc1nc([N+](=O)[O-])c(Br)n1Cc1ccc(Cl)c(Cl)c1	-6	6	2.1	.	103	-3	6	-5	-1
Cc1cc(C)nc(NS(=O)(=O)c2ccc(NC(=O)Cc3ccccc3F)cc2)n1	-1	5	-0.5	-3	100	-5	0	37	-7
COc1ccccc1-c1ccc(SCc2ccc(C)cc2)nn1	-2	42	4.1	0	99	2	-5	34	-9
CC(=O)Nc1ccc(S(=O)(=O)NCc2cn3c(C)csc3n2)cc1	-3	6	1.2	1	99	-12	-11	-7	-4
N#Cc1ccccc1NC(=O)CNc1cc(S(=O)(=O)N2CCOCC2)ccc1NCC1CCCO1 (stereo unspecified)	2	7	0.5	.	.	.	-2	.	0
CC(C)OCCCNC(=S)N1CCC(C(=O)c2ccc3c(c2)OCCO3)CC1	6	15	0.2	7	100	4	7	22	-8
CCn1c(COc2ccc3c(c2)OCO3)nnc1SCC(=O)c1ccccc1	4	-9	-2.5	6	99	-24	1	18	-4
COc1ccc(S(=O)(=O)CCC(=O)N2CCN(c3ccc([N+](=O)[O-])cc3)CC2)cc1	0	28	-2.4	-4	98	5	-8	32	0
CCOc1cc2[nH]c(=S)n(Cc3ccc(C(=O)NCC(OC)OC)cc3)c(=O)c2cc1OCC	4	24	-0.7	-7	102	4	7	32	0
CC(=O)c1sc(NC(=O)c2cc(-c3ccccc3)nn2-c2ccccc2)nc1C	1	14	-2.1	3	102	-4	-6	-25	-3
COC(=O)CCC(=O)Nc1ccc(C)cc1OC(=O)CCC(=O)OC	2	-21	4.0	3	114	10	17	13	-2
Cc1csc(=NC(=O)c2ccccc2)n1CCO	3	4	-0.3	9	102	-3	1	2	-2
Cn1nc(C(=O)OCC(=O)Nc2ccc(C(N)=O)cc2)c2ccccc2c1=O	2	7	-6.3	-1	.	.	5	.	-2
O=C(c1ccc(-c2ccccc2Cl)o1)N1CCCC(C(F)(F)F)C1 (stereo unspecified)	6	10	-2.5	-6	.	.	10	.	-5
CCN(CC)C(=O)CSc1nnc(COc2ccc(OC)cc2)n1N	5	-11	-1.2	-1	95	-12	-3	28	3
COc1ccccc1CC(=O)N1CCN(c2ccccc2)CC1	4	-1	-2.2	0	103	-3	5	-23	-1
